High-throughput results deposited in PubChem BioAssay by several laboratories.
A340 absorber: compound absorbs light at 340 nm; compound absorbance at 340 nm, fold over control; 65,000 tested, under 10 active; fold change at 10 µM;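 active = at 10 µM dose, initial 340 nm absorbance at least 2 fold that of control wells; inactive = change under 2 fold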;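 also: initial absorbance extrapolated from kinetic A340 decline of NADH oxidation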
S1P1 ag pot: S1P1 (human) agonism or agonism potentiation | P21453 | S1P1 CRE-bla cells, forskolin, beta-lactamase FRET, potentiator mode; S1P1 agonist co-added at EC20, 2 nM; 100% = saturating reference agonist, 0% = basal | activation, % at 9.5 µM | hit rate 0.57% among 56,000 | AID 449;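 active = activation above a cutoff set at the mean activation of all tested compounds plus 3 SD, cut at about 54% in these data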;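 also: forskolin at 4 µM as EC80 and the EC20 agonist is SEW2871; 100% = SEW2871 at its EC100 plus forskolin at EC80; some compounds past the cut are filed as inactive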
HTR1E antagonist: 5-HT1E (human) receptor antagonism | CHO 5-HT1E Ga15 NFAT-bla reporter, FRET, antagonist | inhibition, % at 6 µM | hit rate 0.99% among 65,000;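 active = inhibition above a set limit, the mean inhibition across every tested compound plus 3 SD, cut at about 29% in these data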;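 also: signal is the 460 over 535 nm emission ratio of beta-lactamase substrate; 0% = agonist plus DMSO wells and 100% = wells without agonist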
HTR1E agonist: agonists of human 5-HT1E serotonin receptor; CHO 5-HT1E Ga15 NFAT-bla reporter, FRET; 0% DMSO wells, 100% control agonist wells; AID 574; activation, % at 6 µM; P28566; hit rate 0.69% among 65,000;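 active = activation above a set limit, the screen-wide mean activation plus 3 SD, cut at about 8.5% in these data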;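 also: 100% = positive control agonist at 1 µM giving full maximal response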
S1P3 agonist: agonists of human S1P3 receptor. activation, % at 4.5 µM. AID 373. S1P3 NFAT-BLA reporter cells, agonism, FRET ratio; relative to 1 µM S1P, basal subtracted. Q99500. hit rate 0.1% among 60,000;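 active = activation above the screen-wide mean plus 3 SD, cut at about 4.5% in these data, passing the limit was not always enough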; also: some compounds called inactive have numbers as strong as hits
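Assay system: stable CHO line with human S1P3, Gα16, NFAT-BLA reporter; Detection: FRET β-lactamase substrate fluorescence, excitation 405 nm, 460/535 nm emission ratio, background-subtracted; Read-out: percent activation versus median 1 µM S1P response, basal-subtracted, per plate; Incubation: cells plated overnight, compound 4 h 37 °C, substrate 2 h RT.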
MMP13 inh: inhibitors of human MMP13; P45452; MMP-13 fTHP FRET cleavage, Mca fluorescence; inhibition, % at 4 µM; hit rate 0.07% among 65,000; AID 570;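 active = inhibition above the mean of compound-free control plate wells plus 3 SD, cut at about 14% in these data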;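 also: 0% = DMSO wells and 100% = wells with reference MMP-13 inhibitor after basal subtraction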
Autofluor 339: intrinsic fluorescence of library compounds, ex339/em460 – biochemical, MLSMR library, data from DPM-DC assay, artefact control, profiling panel; compound autofluorescence, ex339/em460 nm, NADH buffer; hits give high values; 1 = no-compound wells, NADH background; fluorescence fold increase at 10 µM; hit rate 5.5% among 65,000;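 active = at 10 µM, mean starting fluorescence two-fold or more over control wells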;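 also: signal is the first read of a kinetic run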
5HT1a antag: blocks the human serotonin 5-HT1a receptor. hit rate 0.68% among 62,000. AID 612. inhibition, % at 10 µM. P08908. CHO 5-HT1a Ga15 NFAT-bla reporter, antagonist mode;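 active = inhibition above the mean of all tested compounds plus 3 SD, cut at about 43% in these data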;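 also: receptor stimulated by 5-CT agonist at 100 nM near EC80; beta-lactamase reporter measured by ratiometric fluorescence of a cleavable substrate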
HER2 expr 66K: inhibitors of human Her2 kinase expression | SKBR-3 HER2 protein level, AlphaScreen, 18-24 h; hits give low values | HER2 level % of control, % at 10 µM | hit rate 0.69% among 65,000 | AID 645;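 active = HER2 level under 5% of the carrier-only control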;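 also: 100% = DMSO carrier and 0% = 500 nM PU-H71 HSP90 inhibitor; lower value means stronger loss of Her2 protein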
Target sequence (P04626 whole entry, looked up): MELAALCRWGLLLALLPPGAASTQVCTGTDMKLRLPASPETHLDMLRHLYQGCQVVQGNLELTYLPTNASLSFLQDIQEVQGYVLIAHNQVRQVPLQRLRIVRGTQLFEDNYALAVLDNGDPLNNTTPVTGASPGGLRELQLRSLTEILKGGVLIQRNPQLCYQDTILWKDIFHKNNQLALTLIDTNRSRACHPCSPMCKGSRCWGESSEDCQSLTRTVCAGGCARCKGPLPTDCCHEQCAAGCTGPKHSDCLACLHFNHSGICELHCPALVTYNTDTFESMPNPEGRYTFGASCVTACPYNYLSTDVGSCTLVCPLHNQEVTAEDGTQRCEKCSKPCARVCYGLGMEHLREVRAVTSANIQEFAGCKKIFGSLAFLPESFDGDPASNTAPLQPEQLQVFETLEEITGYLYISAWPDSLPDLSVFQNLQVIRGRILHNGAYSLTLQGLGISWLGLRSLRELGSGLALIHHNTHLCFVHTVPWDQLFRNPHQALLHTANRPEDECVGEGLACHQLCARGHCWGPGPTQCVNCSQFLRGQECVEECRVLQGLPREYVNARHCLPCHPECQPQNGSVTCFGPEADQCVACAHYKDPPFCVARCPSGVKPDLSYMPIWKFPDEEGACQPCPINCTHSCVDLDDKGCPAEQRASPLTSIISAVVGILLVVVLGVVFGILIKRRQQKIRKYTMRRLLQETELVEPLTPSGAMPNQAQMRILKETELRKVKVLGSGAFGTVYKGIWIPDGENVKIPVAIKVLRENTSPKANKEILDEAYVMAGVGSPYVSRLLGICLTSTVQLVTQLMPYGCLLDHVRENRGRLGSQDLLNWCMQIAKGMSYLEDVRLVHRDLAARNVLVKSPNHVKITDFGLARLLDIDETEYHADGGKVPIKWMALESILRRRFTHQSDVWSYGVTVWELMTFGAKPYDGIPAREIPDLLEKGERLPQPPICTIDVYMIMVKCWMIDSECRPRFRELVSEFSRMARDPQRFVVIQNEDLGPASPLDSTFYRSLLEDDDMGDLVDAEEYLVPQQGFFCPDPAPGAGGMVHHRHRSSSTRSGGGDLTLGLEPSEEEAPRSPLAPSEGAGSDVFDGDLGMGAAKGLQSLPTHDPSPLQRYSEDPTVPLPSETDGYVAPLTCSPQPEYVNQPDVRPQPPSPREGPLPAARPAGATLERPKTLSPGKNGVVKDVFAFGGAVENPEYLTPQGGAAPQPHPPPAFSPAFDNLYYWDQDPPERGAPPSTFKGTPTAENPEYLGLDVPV
An asterisk follows results filed as active; x = not tested or not shown; [ ] = remark or other dose.

SMILES	A340 absorber	S1P1 ag pot	HTR1E antagonist	HTR1E agonist	S1P3 agonist	MMP13 inh	Autofluor 339	5HT1a antag	HER2 expr 66K
O=C(CN(Cc1cccs1)C(=O)CNS(=O)(=O)c1ccccc1)NCc1ccco1	0.99	-24	-5	0.3	-0.5	4	1	10	106
COc1ccccc1Oc1coc2cc(O)ccc2c1=O	1.1	-26	0	0.8	-0.4	-24	4.8*	0	84
O=C(OCCCCN1C(=O)c2ccccc2C1=O)c1ccc(Br)o1	0.99	-19	7	1.5	0.3	1	1	12	105
Cc1ccc(OCC(=O)Nc2ccc(N3CCOCC3)cc2)cc1	1	-6	5	3.0	-1.0	5	1.1	-8	125
CC(C)OC(=O)c1cc2ccccc2oc1=O	1.1	2	2	-0.3	-1.1	-8	1.6	-3	77
CCc1ccccc1N1CC23C=CC(O2)C(C(=O)OCC(C)C)C3C1=O (configuration not stated)	1	-4	-4	-0.7	-0.2	0	1.1	3	100
O=c1cc(NCC2CCCO2)[nH]c(=O)n1-c1ccc(Cl)cc1 (configuration not stated)	0.97	5	9	-0.1	-0.8	5	1.1	13	91
CCCN(CCC)C(=O)C1CCN(c2cc(C)nc3c(-c4ccc(OC)c(OC)c4)c(C)nn23)CC1	0.99	-3	12	1.8	-1.5	6	1	14	83
COc1cc(C2N(c3cccc(Cl)c3)C(=O)C3CCCN32)cc(OC)c1OC (configuration not stated)	1	-20	8	0.2	-0.7	4	1.1	-7	96
Cc1cc(C(F)F)n2ncc(C(=O)NC3CCCCCC3)c2n1	0.99	-36	10	1.0	-1.8	3	1.1	-3	80
CCC(=O)Nc1ccc(S(=O)(=O)Nc2cccnc2)cc1	1.1	x	6	0.4	0.1	4	1.1	-3	84
COc1cccc(CNc2ccc(S(=O)(=O)Nc3nccs3)cc2)c1O	1	x	1	-1.0	x	3	1	4	95
Cc1ccc(CCNC(=O)CCNS(=O)(=O)c2ccc3c(c2)c(=O)n(C)c(=O)n3C)cc1	0.97	0	-2	0.4	-0.1	-4	1.1	-5	120
CC(=O)Nc1ccc(C(=O)Cn2nnc3ccccc3c2=O)cc1	1	-6	5	1.9	1.3	-3	0.88	1	94
O=C(CSc1nnc2c(Cl)cc(Cl)cn12)N1CCN(S(=O)(=O)c2ccccc2)CC1	1	-5	-14	0.1	0.3	-2	1	-13	101
CCOC(=O)N1CCN(CC(=O)Nc2cc(OCC)ccc2OCC)CC1	1	x	1	-0.4	x	3	1.1	2	x
Cn1c(=O)c2c(nc(CN3CCC(C(N)=O)CC3)n2CCCc2ccccc2)n(C)c1=O	1	-12	-3	0.9	-0.4	1	1.2	-10	175
Cc1ccc(-n2c(=O)c(C#N)cc3c(=O)n4ccccc4nc32)cc1	1	-11	-6	7.8	4.2	-465[fluorescence artefact?]	3.3*	-25	102
CCN1C(=O)C2(C(C#N)=C(N)Oc3n[nH]c(COC)c32)c2ccccc21 (configuration not stated)	1	x	1	-0.1	0.2	3	1.1	-1	99
O=C(CN1CCN(C(=O)c2ccco2)CC1)Nc1ccc2c(c1)OCCO2	1	12	1	1.5	-0.5	-4	1.1	-11	77
CCN1CCN(C(=O)C2CCN(Cc3nc(-c4cccc(Cl)c4)oc3C)CC2)CC1	1	-7	-3	1.3	-0.9	3	1	-10	64
COCn1c(COc2ccccc2)nc2ccccc21	1	-22	0	0.9	-0.4	2	1.1	3	102
Cc1ccc(C(=O)NC=C(Cl)Cl)cc1	1	-19	-2	-1.0	-0.6	1	1.1	5	116
COc1ccccc1-c1nnc2sc(-c3ccc(N(C)C)cc3)nn12	1	-67	86*	0.8	-1.8	-65[fluorescence artefact?]	2.3*	68*	35
O=C(NC(Cc1ccccc1)C(=O)NCc1ccccn1)c1ccco1 (configuration not stated)	1	x	3	0.7	0.2	5	1.1	-2	94

The list goes on (2 carried over from the part before).
SMILES	A340 absorber	S1P1 ag pot	HTR1E antagonist	HTR1E agonist	S1P3 agonist	MMP13 inh	Autofluor 339	5HT1a antag	HER2 expr 66K
COc1ccccc1-c1nnc2sc(-c3ccc(N(C)C)cc3)nn12	1	-67	86*	0.8	-1.8	-65[fluorescence artefact?]	2.3*	68*	35
O=C(NC(Cc1ccccc1)C(=O)NCc1ccccn1)c1ccco1 (configuration not stated)	1	x	3	0.7	0.2	5	1.1	-2	94
COc1ccc(NC(=O)COc2ccccc2)c(OC)c1	0.98	x	-6	-0.8	-0.7	0	1	16	91
CCOC(=O)c1cc(-c2ccncc2)nc2c1c(C)nn2C	1	-24	12	2.4	-0.4	-49	5.1*	3	106
CC(=O)c1c(C(C)=O)c(C)n(NC(=O)c2ccccc2O)c1C	1	24	16	-0.6	-1.0	2	1.4	17	94
O=C(CSc1nnc(-c2ccco2)o1)NC1CCCCCC1	0.97	-10	-14	1.0	0.0	-2	1	3	121
COC(=O)C1=C(C)Nc2ncnn2C1c1ccc(OC(=O)c2ccccc2)cc1 (configuration not stated)	0.98	-25	-4	1.3	-0.6	5	1.1	-1	70
N#Cc1c(N)n(CCOC(=O)c2cccc(Br)c2)c2nc3ccccc3nc12	1	-90	6	5.1	1.6	-139[fluorescence artefact?]	2.4*	x	75
Cc1ccc(CN2C(=O)C(C)(C)Oc3ccc(C(=O)N4CCCCC4)cc32)cc1	1	-12	3	0.5	0.8	2	1.1	17	74
O=C(Nc1ccncc1)c1cc2ccccc2oc1=O	1.1	-9	3	0.3	-1.1	2	1.1	6	91
O=c1cnnc(SCCc2ccccc2)[nH]1	1	x	-5	0.2	-0.5	6	1.1	-10	116
Cc1c(CNC(=O)c2cnn3c2NC(c2ccc(Br)cc2)CC3C(F)(F)F)cnn1C (configuration not stated)	1	x	-2	0.2	-0.5	7	1.1	-10	100
c1ccc2oc(NC3=NCN(CC4CCCO4)CN3)nc2c1 (configuration not stated)	1	-12	2	0.7	-2.0	2	1.2	-2	123
Cc1cc(C(=O)N(C)Cc2ccc(Br)cc2)no1	1	9	-3	0.3	-0.1	-6	1	9	143
COC(=O)c1ccc(OCCn2cnc3ccccc3c2=O)cc1	1.1	x	2	0.4	0.3	2	1.1	-21	95
COc1cc2c(cc1OC)-c1cc(Nc3ccc4c(c3)OCCO4)nc(=O)n1CC2	1.1	-57	40*	-0.5	0.3	-6	1.3	14	110
Cc1cc(C)n(CC2CC(=O)N(c3cc(Cl)cc(Cl)c3)C2=O)n1 (configuration not stated)	1	-16	-14	0.3	-2.7	-6	1.1	x	125
O=C(Cn1c(=O)c2c(ncn2C2CCCC2)n(Cc2ccccc2)c1=O)N1CCc2ccccc21	1	20	3	0.8	0.0	4	1.1	20	99
CCC(C)[C@H](NC(=O)NCc1ccc(Cl)cc1)C(=O)OC (some centres not stated)	0.97	-1	8	-0.1	-0.3	-5	1	0	104
Nc1ncc(-c2ccccc2)n1CC1CCCO1 (configuration not stated)	1	-104	7	-0.7	0.9	-8	1.3	-30	98
CCCCC(=O)NCCNc1nc2c(c(=O)n(C)c(=O)n2C)n1Cc1ccc(F)cc1	0.99	-14	6	0.7	0.3	1	1	-14	111
O=C(Nc1ccc2c(c1)nc1n2CCCCC1)c1cc(S(=O)(=O)N2CCOCC2)ccc1Cl	1	12	9	-0.4	-0.4	-1	1.1	25	91
CCOC(=O)C1CCCc2c1[nH]c1c(C(=O)O)cccc21 (configuration not stated)	1	-23	-5	0.0	-0.2	6	1.2	-5	145
O=C(CSc1nnnn1C1CCCCC1)Nc1nc2c(s1)CCCC2	0.97	-27	-20	-0.3	-0.2	7	1	-32	89
Cn1c(SCC(=O)Nc2ccc3c(c2)OCCO3)nnc1-c1ccccn1	0.99	-6	-11	0.7	-0.5	-2	1	0	92
O=C(NCCc1ccccc1)C1CCCN(S(=O)(=O)c2cnc[nH]2)C1 (configuration not stated)	1	-15	-7	-0.2	-0.4	4	0.82	7	87
CNc1nc2c(c(=O)[nH]c(=O)n2C)n1CCOC	0.99	-1	-15	0.3	-0.6	3	1.1	2	115
(more compounds)
SMILES	A340 absorber	S1P1 ag pot	HTR1E antagonist	HTR1E agonist	S1P3 agonist	MMP13 inh	Autofluor 339	5HT1a antag	HER2 expr 66K
COc1ccc2cc(CN(Cc3ccco3)Cc3nnnn3C3CCCCC3)c(=O)[nH]c2c1	1	13	-1	4.6	-1.0	-6	1.2	-10	76
Cc1cc(NC(=O)c2cnn3cccnc23)nn1CC(=O)Nc1cccnc1	0.98	x	-2	0.7	-1.1	3	1.1	3	118
Cc1ccc(CCNC(=O)C2CCN(S(=O)(=O)c3cccc4nsnc34)CC2)cc1	0.99	-28	-7	0.5	0.2	1	1	8	172
Cc1ccc2c(CC(=O)OCn3nnc4ccccc4c3=O)coc2c1	0.98	14	2	0.6	-0.4	0	1.1	-2	93
CC1CC(C)CN(c2nc3c(c(=O)[nH]c(=O)n3C)n2CCSc2nc3ccccc3o2)C1 (configuration not stated)	1	-18	8	-0.7	-0.9	2	1.1	11	78
CS(=O)(=O)NCc1ccc(C(=O)NC2CCCCC2)cc1	1	12	9	-0.3	-1.0	2	1.1	-5	95
CC1=C(C(=O)OC(C)C)C(c2ccc(N(C)C)cc2)C2=C(CC(C)(C)CC2=O)N1 (configuration not stated)	1.1	13	24	0.7	-0.3	-13	1.4	-5	95
c1ccc(CCNc2ncnc3c2cnn3-c2ccccc2)cc1	0.99	-24	5	-0.1	-0.9	4	1.1	-2	77
Cc1ccc(S(=O)(=O)c2cccc(S(=O)(=O)N3CCCC3)c2)cc1S(=O)(=O)N1CCCC1	1	x	3	0.5	x	-1	1.1	0	109
Cc1cc(OCC(=O)NCCN2CCOCC2)cc(C)c1Br	1.1	13	-4	-0.7	-2.1	2	1.2	2	76
CCn1cc(C(=O)Nc2ccc3c(c2)OCCO3)c2cc(OC)c(OC)cc2c1=O	1.1	-50	17	0.4	0.4	-2	1.1	-30	88
CCNc1ccc(C(=O)OCC)cc1NC(=O)c1cccc(S(=O)(=O)N2CCOCC2)c1	1.1	-4	6	-1.3	-1.8	-2	1	6	85
O=C(CSc1nnc(Cc2csc(Nc3cccc(Cl)c3)n2)o1)N1CCc2ccccc21	1.1	78*	-1	0.5	-0.8	0	1	-8	90
Cc1cc(=O)oc2cc(OCC(=O)OCC(=O)N3CCc4ccccc43)ccc12	1	6	-8	-0.3	0.0	-29	1.5	-7	111
COc1ccc(C(=O)CSc2nnnn2Cc2ccccc2)cc1	1	-17	-14	-1.5	-0.2	-2	1.1	-7	74
CCCCNC(=O)CC1N=C2c3ccccc3N=C(SCC(=O)Nc3ccccc3C)N2C1=O (configuration not stated)	1.1	x	2	-1.5	x	-7	1.6	-5	53
CCn1nnc(NC(=O)CSc2ccc(Cl)cc2)n1	1.1	x	-5	1.0	-1.3	4	1.1	-2	115
COC(=O)c1cc2ccccc2c(=O)s1	1.1	15	9	-0.5	-0.8	-3	1.2	3	79
Cn1c(=O)oc2cc(S(=O)(=O)N3CCCC(C(=O)NCCN4CCOCC4)C3)ccc21 (configuration not stated)	1	-10	3	-0.4	-0.4	5	1.1	-2	105
Cc1ccc(-c2noc(CN3C(C)CCCC3C)n2)cc1 (configuration not stated)	0.99	-23	-5	0.1	-1.0	0	1.1	14	86
CCCn1c(=O)[nH]c(=O)c2c1nc(-c1ccccc1OC(F)F)n2CCOC	1	3	16	-0.9	-1.1	-26	1.1	-1	95
C=CCNC(=O)COc1ccc(S(=O)(=O)NC2CCCCC2)cc1	1.1	20	-1	-0.2	-1.7	7	1.1	-2	123
